Pf growth 48h = P. falciparum growth inhibition at 48 hours (one generation); 310,000 tested, 5.9% active; AID 504832; Potency, µM (titrated, usually from 28.7 µM), for inactives: top-dose activity change, negative = inhibition, hits mostly inhibitors; P. falciparum luciferase growth in erythrocytes, 48 h; further: potency means the concentration at half of the fitted maximal effect; on the % scale 0 is the no-effect control and ±100 the full control effect
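Growth was read as firefly luciferase luminescence after a 48 h, 37 C, 5% CO2 exposure of compounds to reporter-bearing P. falciparum cultures (0.1% parasitemia, 2% hematocrit final) in Albumax-supplemented RPMI 1640.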
Shiga toxin inh = Shiga toxin inhibition; Vero cells, Shiga toxin protein synthesis inhibition reporter; inhibition, % at 38.7 µM; 290,000 tested, 9.2% active; in the data active means inhibition mostly above about 28%, no sharp cut-off; inactive means mostly below about 43%; further: 0% is about no effect
Pf growth 96h = P. falciparum growth inhibition at 96 hour, primary screen for plastid delayed-death inhibitors. AID 504834. P. falciparum luciferase reporter growth, 96 h. Potency, µM (doses to about 28.7 µM), without a hit: at the highest dose activity change, negative = inhibition, hits mostly inhibitors. 320,000 tested, 6.9% active; further: potency means the concentration at half of the fitted maximal effect; on the % scale 0 is the no-effect control and ±100 the full control effect
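P. falciparum expressing integrated firefly luciferase, in erythrocytes at 2% hematocrit, 0.05% parasitemia, incubated with compounds 96 h at 37 C, 5% CO2. Growth inhibition read as loss of luminescence; two-generation exposure targets delayed-death apicoplast inhibitors.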
CHX counter = counter-screen hit for Shiga toxin inhibitors, cycloheximide | cell reporter, cycloheximide protein synthesis inhibition counterscreen | max response, % | 300,000 tested, 12% active; in the data active means max response mostly above about 13%, no sharp cut-off; inactive means mostly below about 14%; further: read at 38.3 µM for the half of the compounds with a filed dose; 0% is about no effect
HCV inhibitor = HCV inhibition. Huh7.5.1 HCVcc-Cre infection, luciferase reporter, 44 h. 340,000 tested, 3.4% active. Potency, µM (highest dose often 41.8 µM), inactives show at the highest dose activity change, negative = inhibition, most hits filed as inhibitors; further: potency means the concentration at half of the fitted maximal effect; on the % scale 0 is the no-effect control and ±100 the full control effect
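After 44 h co-culture of compound, cells and HCVcc-Cre (~0.5 moi), substrate is added for 15 min at room temperature and luciferase measured over 15 sec. Cells were seeded at 1,000/well and pre-cultured 4 h.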
Giardia FBPA inh = Giardia lamblia aldolase inhibition; 290,000 tested, 0.71% active; purified Giardia FBPA; AID 2451; Potency, µM (top dose mostly 59.6 µM), for inactives: at the top dose activity, negative = inhibition, hits mostly inhibitors; further: potency means the concentration at half of the fitted maximal effect; on the % scale 0 is the no-effect control and ±100 the full control effect; nearly all actives have a fitted effect of over 55% in size
Target sequence (A8B2U2 whole entry, looked up): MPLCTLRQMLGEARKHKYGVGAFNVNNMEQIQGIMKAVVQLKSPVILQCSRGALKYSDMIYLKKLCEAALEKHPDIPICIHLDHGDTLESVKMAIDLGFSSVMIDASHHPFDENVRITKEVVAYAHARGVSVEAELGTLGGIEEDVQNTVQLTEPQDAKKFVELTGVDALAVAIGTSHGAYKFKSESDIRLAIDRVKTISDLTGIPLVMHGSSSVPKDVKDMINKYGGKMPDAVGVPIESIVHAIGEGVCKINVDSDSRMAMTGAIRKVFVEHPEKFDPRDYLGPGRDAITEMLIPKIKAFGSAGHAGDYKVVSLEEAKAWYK
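Giardia FBPA (40 nM reagent) was preincubated 10 min at RT with compound (up to 57.5 uM final), then substrate plus GAPDH/TPI/NAD/arsenate coupling system with diaphorase/resazurin was added; resorufin fluorescence (525/598 nm) was read after 20 min.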
Numbers without * were called inactive; i = inactive; ? = inconclusive; . = no result given; [ ] = dose if it differs, or a comment. Unless noted, the call rests on the fitted dose curve; in most records, active means well fitted curve in the direction sought with a large enough effect; inconclusive means small, poorly fitted or top-dose-only effect, or another doubt; inactive means no such curve, though single readings can be large; an effect the other way counts as inactive or inconclusive. Rows are unselected; 24% or so of the library scored in one or more.

Under each structure – Pf growth 48h	Shiga toxin inh	Pf growth 96h	CHX counter	HCV inhibitor	Giardia FBPA inh
1: Cc1ccccc1NC(=O)CSc1cn[nH]n1
 : 27%	-7	16%	-5	9%	-4%
2: Cc1ccccc1N(C(=O)Cn1nnc(-c2cccs2)n1)C(C(=O)NCCC(C)C)c1ccco1 (configuration not stated)
 : ?	-12	?	9	?	-9%
3: COc1ccc2c(c1)-c1c(ssc1=S)C(C)(C)N2
 : ?	-4	-7%	6	?	-10%
4: CC1=Nc2ccc(C)cc2/C1=C/c1c(N)n2c(S(=O)(=O)C(C)C)nsc2nc1=O
 : ?	2	?	6	12%	9%
5: COC(=O)c1[nH]c(C)c(/C(O)=C2\C(=O)C(=O)N(CCN(C)C)C2c2ccco2)c1C (configuration not stated)
 : -18%	10	9%	-1	16%	-26%
6: O=C(C(Cc1ccccc1)n1cccc1)N1CCCCC1 (configuration not stated)
 : .	-33	?	-5	-11%	2%
7: CC(C)(C)C1=C[C@@H](CO)C[C@@H](CO)C1
 : 10%	18	26%	-2	13%	1%
8: Cc1cc(S(=O)(=O)NC2CCCC2)ccc1F
 : 1%	-6	.	-1	9%	-1%
9: Cc1cc2cc(CNC(=O)Nc3ccccc3)ccc2[nH]1
 : 156%[activator]	95*	88%[activator]	28*	-11%	-10%
10: Cc1ccsc1C(=O)NC1CCCN(Cc2ccc(Cl)cc2)C1 (configuration not stated)
 : ?	9	-5%	8	?	.
11: O=C(Nc1ccccc1)N1CCn2c1nc1ccccc12
 : 0%	20	6%	1	?	3%
12: CCCCn1c(CCC(=O)O)nc2cc(S(=O)(=O)N(C)C)ccc21
 : ?	-3	?	-2	7%	3%
13: O=C(N/C(=C\c1ccco1)C(=O)N1CCOCC1)c1ccco1
 : 34%[activator]	-9	-32%	-3	10%	?
14: O=C(Cc1ccc(S(=O)(=O)N2CCOCC2)s1)N1CCN(c2cccc(C(F)(F)F)c2)CC1
 : ?	-6	10µM*	-1	13µM*	.
15: ClC1(Cl)CC1CSc1nnc(-c2ccncc2)o1 (configuration not stated)
 : 38%[activator]	79	?	19*	4%	8%
16: Cn1nccc1C(=O)Oc1ccc(/C=N/NC(=O)c2ccccc2O)cc1
 : ?	75*	65%[activator]	25	22%	0%
17: CC(C)Oc1ccc(/C(O)=C2/C(=O)C(=O)N(CCN(C)C)C2c2cccs2)cc1 (configuration not stated)
 : 26%	74*	?	18*	-8%	0%
18: CC1=C(C(=O)Nc2ccccc2)C(c2coc3ccccc3c2=O)C2=C(CCCC2=O)N1 (configuration not stated)
 : -14%	-8	-10%	-4	49%[activator]	0%
19: CCCC(=O)NC(=S)Nc1ccccc1C(F)(F)F
 : 5%	13	16%	14	?	-11%
20: CCOc1cc2[nH]c(=O)n(CCCN3CCCC3=O)c(=O)c2cc1OCC
 : -11%	-5	-16%	-3	-3%	-1%
21: CCCn1c(SCC(=O)NCCc2ccccc2)nnc1-c1cccnc1
 : -3%	39	?	-2	26%	-1%
22: Nc1nc(-c2ccc(Cl)cc2)nc(-c2ccc(Cl)cc2)n1
 : 32%[activator]	24	51%[activator]	-1	-4%	7%
23: O=C(O)CC(NC(=O)Cc1ccc(Cl)cc1)c1ccco1 (configuration not stated)
 : 23%	26	2%	6	21%	16%
24: CCC(C)(NC(=O)Cc1c[nH]c2ccccc12)C(=O)NC1CCCCC1 (configuration not stated)
 : -25%	-4	?	7	-1%	6%
25: CC(=O)Nc1c(C(=O)O)[nH]c2ccccc12
 : 6%	-1	10µM*	1	16%	6%
26: CSc1ccc(CN2CCN(CCC(C)C)C(CCO)C2)cc1 (configuration not stated)
 : ?	-2	1%	-2	?	0%
27: CCCn1c2c(c(O)c(C(=O)Nc3nccs3)c1=O)CCCC2
 : 13%	-19	4%	-8	5%	0%
28: O=C(Nc1ccc2c(c1)OCCO2)N1CCOCC1
 : 397%[activator]	54	i	25	-12%	-6%
29: COC(=O)c1cc2c(=O)c3ccccc3oc2nc1/C=C/N(C)C
 : 17%	57	61%[activator]	19*	-3%	0%
30: Nc1nnnn1/N=C/c1ccccc1
 : 9%	-8	37%[activator]	13	12%	-1%
31: O=C(CSc1nnc(COc2ccccc2)o1)NCCc1ccccc1
 : 6%	-20	11%	-3	3%	0%
32: O=S(=O)(c1cccnc1)N1CCn2cccc2C1c1ccccc1F (configuration not stated)
 : -27%	.	0%	.	12%	.
33: Cn1c(SCC(=O)N/N=C/c2ccc([N+](=O)[O-])s2)nnc1-c1ccccc1
 : 6.6µM*	-6	?	15	11µM*	-11%
34: CC(NC(=O)CN1C(=O)NC2(CCCCCC2)C1=O)c1ccccc1 (configuration not stated)
 : ?	.	-28%	.	?	.
35: O=C(c1ccccc1)N1CCSc2sccc2C1=O
 : 393%[activator]	33	308%[activator]	11	-10%	-1%
36: CC(=O)N1CCN(c2ccccc2NC(=O)COc2ccc(Br)cc2)CC1
 : ?	-3	4.7µM*	-1	-15%	3%
37: CCOCCCNc1nc(=S)[nH]c2cc(OC)c(OC)cc12
 : ?	11	?	0	17%	1%
38: COc1cc(C(=O)NCCN2CCOCC2)cc(OC)c1OC
 : .	-13	-20%	1	6%	2%
39: O=C(Nc1ccc(-c2n[nH]c(=S)o2)cc1)c1ccccc1
 : 38%[activator]	46	11%	5	11%	12%
40: CN(C)CCn1nnnc1SCC1=C(C(=O)O)N2C(=O)[C@@H](NC(=O)Cc3csc(N)n3)[C@@H]2SC1
 : ?	.	6.4µM*	.	.	-23%[21.7 µM]
41: COc1ccc(OC(=O)NCCc2ccccc2)cc1
 : 110%[activator]	62*	110%[activator]	33*	-7%	-3%
42: COc1ccccc1-n1cc(CN2CCN(CC(C)C)C(CCO)C2)cn1 (configuration not stated)
 : 17%	1	?	2	-6%	-6%
43: CCc1c(C)c2cc(Cl)c(O)c(CN3CCCCC3)c2oc1=O
 : -2%	-5	-21%	-4	23%	-3%
44: [O-][N+]1=C2CCC/C(=N\O)C2=NC12CCCCC2
 : .	-7	5%	-3	21%	0%
45: Nc1c(C(=O)OCC2CCCO2)c2nc3ccccc3nc2n1-c1ccc2c(c1)OCCO2 (configuration not stated)
 : ?	60*	.	35*	?	?

Profiles, quoted from the list:
COC(=O)c1[nH]c(C)c(/C(O)=C2\C(=O)C(=O)N(CCN(C)C)C2c2ccco2)c1C (configuration not stated) is entered as Pf growth 48h = -18%; Shiga toxin inh = 10; Pf growth 96h = 9%; CHX counter = -1; HCV inhibitor = 16%; Giardia FBPA inh = -26%
O=C(Nc1ccc2c(c1)OCCO2)N1CCOCC1 is entered as Pf growth 48h = 397%[activator]; Shiga toxin inh = 54; Pf growth 96h = i; CHX counter = 25; HCV inhibitor = -12%; Giardia FBPA inh = -6%

(more compounds)
Under each structure – Pf growth 48h	Shiga toxin inh	Pf growth 96h	CHX counter	HCV inhibitor	Giardia FBPA inh
46: COc1cccc(NC(=O)Nc2cccnc2)c1
 : 40%[activator]	6	2%	14*	19%	-5%
47: CCCCN(CC)C(=O)CSc1nc2n[nH]c(C)c2c(=N)n1-c1cccc(C)c1
 : ?	-14	?	-7	11µM*	-5%
48: CCS(=O)(=O)Nc1cc(-c2nc3cccnc3s2)ccc1C
 : 87%[activator]	87*	121%[activator]	66*	?	-4%
49: Cc1cccc(C)c1NC(=O)CSCc1cccc(CSCC(=O)Nc2c(C)cccc2C)n1
 : .	-7	5.2µM*	7	-2%	-1%
50: CCOC(=O)N1CCN(c2nc(-c3cccs3)nc3ccccc23)CC1
 : 0%	-3	?	2	?	1%
51: COc1ccc(C(=O)N=c2sccn2C)cc1
 : 188%[activator]	71*	203%[activator]	33*	13%	-1%
52: COc1ccc(N(C(=O)c2ccco2)S(=O)(=O)c2ccccc2)cc1
 : .	-3	1%	-2	13%	2%
53: O=C(O)Cn1cc(/C=C2\SC(=O)N(c3ccccc3)C2=O)c2ccccc21
 : 0%	32	18%	16*	-7%	2%
54: Cc1ccc(/C=C/c2nc3ccccc3s2)s1
 : 75%[activator]	29	.	24*	-8%	-11%
55: COc1ccc(-c2cnnn2-c2ccc(NC(=O)/C=C/c3ccc(OC)c(OC)c3)cc2)cc1
 : ?	-15	?	-2	?	3%
56: CC(C)NC(=S)NN(c1ccccc1)c1ccccc1
 : ?	-3	.	-2	-5%	-5%
57: C/C(N)=C(/C#N)C(=O)CSc1nnnn1-c1ccc(C)cc1
 : 12%	50	?	36*	-1%	2%
58: CC(C)(C)OC(=O)NCCCCCNC(=O)c1[nH]cnc1C(=O)Nc1ccccc1
 : ?	.	?	.	-1%	.
59: CCOC(=O)Cn1nnnc1CN(Cc1ccc(OC)cc1)Cc1cc2cc(C)cc(C)c2[nH]c1=O
 : 14%	-6	?	-2	17%	-14%
60: Cc1[nH]c2ccccc2c1C(=O)COC(=O)c1c(-c2ccccc2)noc1C
 : 3%	-3	?	-1	-18%	0%
61: CCOC(=O)c1c(-c2ccccc2)oc2ccc(O)c(CN3CCOCC3)c12
 : ?	-11	.	-3	?	-2%
62: CCC(=O)N(Cc1cc2cc(OC)ccc2[nH]c1=O)c1cccc(C)c1
 : ?	16	.	-1	-27%	-2%
63: COc1ccc(N2CCN(C(=O)c3cccc(NC(=O)c4ccco4)c3)CC2)cc1
 : -10%	-17	98%[activator]	-2	1%	.
64: O=C(O)/C=C/c1ccc(S(=O)(=O)Nc2ccc(OCc3ccccc3)cc2)cc1
 : -3%	28	53%[activator]	-6	16%	?
65: CCOC(=O)C1=C(N2CCCCC2)c2cc3c(n2C1=O)CCCC3
 : ?	-14	?	2	?	-1%
66: CCCC[n+]1ccn(C2=C([O-])c3ccccc3C(=O)/C2=N\S(=O)(=O)c2ccccc2)c1
 : 1.9µM*	-4	8.3µM*	-2	11µM*	.
67: O=C(CNC(=O)c1cccs1)Nc1cccc(S(=O)(=O)N2CCOCC2)c1
 : -22%	.	2%	.	-1%	.
68: Cc1ccc(-n2ncc3c2ncn2c(C)nnc32)cc1C
 : 161%[activator]	63*	?	30*	1%	-2%
69: CC(=O)c1cccc(-n2nnnc2SCC(=O)NNC(=O)C(C)C)c1
 : 0%	3	46%[activator]	-1	14%	-2%
70: CC(Sc1nnc(-c2ccco2)n1C)C(=O)N(C)C1CCCCC1 (configuration not stated)
 : ?	.	-22%	.	8%	.
71: CCOc1ccc2c(c1)cc(CN(C(=O)CC)C1CCCCC1)c1nnnn12
 : ?	-9	25%	-1	?	-1%
72: COc1ccc(-c2cnnc(N/N=C/c3ccc(O)c(OC)c3)n2)cc1
 : -11%	-1	5.2µM*	20*	?	1%
73: CCc1n(CC(O)COC2CCCCC2)c2ccccc2[n+]1C (configuration not stated)
 : 2.6µM*	-3	?	6	11%	-4%
74: CCOC(=O)[C@@H]1[C@H]2COc3cc(OC)ccc3[C@@H]2N2C(=O)N(c3ccc(Cl)cc3)C(=O)[C@@]12C
 : ?	29*	?	16*	6%[8.37 µM]	-4%
75: O=C(Nc1ccc(S(=O)(=O)NCC2CCCO2)cc1)c1cnccn1 (configuration not stated)
 : ?	2	-3%	-2	-2%	-3%
76: Cc1ccccc1C(=O)Nc1ccccc1NC(=O)c1ccccc1Br
 : ?	1	-7%	-4	6%	10%
77: COc1ccc(NC(=O)C(C)Sc2ccccc2)cc1 (configuration not stated)
 : .	88*	-10%	55*	-26%	8%
78: Cc1nc(C)c(Oc2cccc(C(F)(F)F)c2)c(=O)[nH]1
 : 8%	15	-1%	0	-8%	2%
79: COc1ccc(-c2nonc2NC(=O)c2oc3ccc(F)cc3c2C)cc1OC
 : ?	-4	?	4	-9%	-10%
80: CC1=C(C(N)=O)S(=O)(=O)c2ccccc21
 : 7%	-10	40%[activator]	-4	20%	3%
81: CCCn1c(N)c(N(CCOC)C(=O)c2ccc(Cl)c([N+](=O)[O-])c2)c(=O)[nH]c1=O
 : 11%	-13	0%	-6	-4%	2%
82: Cc1ccc(C(=O)CCC(=O)OCC(=O)NNC(=O)c2ccccc2Cl)cc1
 : -11%	.	-14%	.	22%	.

From PubChem
